From PubChem
mHTT CaM bind: disrupts binding of mutant huntingtin to calmodulin; inhibition, % at 15 µM; P42858; AlphaScreen His-mHTT/GST-CaM binding, luminescence; actives 3.6% (n = 190,000);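 further: 0% = both proteins with DMSO and 100% = one protein alone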
Target sequence (P42858 whole entry, looked up, stated change not applied): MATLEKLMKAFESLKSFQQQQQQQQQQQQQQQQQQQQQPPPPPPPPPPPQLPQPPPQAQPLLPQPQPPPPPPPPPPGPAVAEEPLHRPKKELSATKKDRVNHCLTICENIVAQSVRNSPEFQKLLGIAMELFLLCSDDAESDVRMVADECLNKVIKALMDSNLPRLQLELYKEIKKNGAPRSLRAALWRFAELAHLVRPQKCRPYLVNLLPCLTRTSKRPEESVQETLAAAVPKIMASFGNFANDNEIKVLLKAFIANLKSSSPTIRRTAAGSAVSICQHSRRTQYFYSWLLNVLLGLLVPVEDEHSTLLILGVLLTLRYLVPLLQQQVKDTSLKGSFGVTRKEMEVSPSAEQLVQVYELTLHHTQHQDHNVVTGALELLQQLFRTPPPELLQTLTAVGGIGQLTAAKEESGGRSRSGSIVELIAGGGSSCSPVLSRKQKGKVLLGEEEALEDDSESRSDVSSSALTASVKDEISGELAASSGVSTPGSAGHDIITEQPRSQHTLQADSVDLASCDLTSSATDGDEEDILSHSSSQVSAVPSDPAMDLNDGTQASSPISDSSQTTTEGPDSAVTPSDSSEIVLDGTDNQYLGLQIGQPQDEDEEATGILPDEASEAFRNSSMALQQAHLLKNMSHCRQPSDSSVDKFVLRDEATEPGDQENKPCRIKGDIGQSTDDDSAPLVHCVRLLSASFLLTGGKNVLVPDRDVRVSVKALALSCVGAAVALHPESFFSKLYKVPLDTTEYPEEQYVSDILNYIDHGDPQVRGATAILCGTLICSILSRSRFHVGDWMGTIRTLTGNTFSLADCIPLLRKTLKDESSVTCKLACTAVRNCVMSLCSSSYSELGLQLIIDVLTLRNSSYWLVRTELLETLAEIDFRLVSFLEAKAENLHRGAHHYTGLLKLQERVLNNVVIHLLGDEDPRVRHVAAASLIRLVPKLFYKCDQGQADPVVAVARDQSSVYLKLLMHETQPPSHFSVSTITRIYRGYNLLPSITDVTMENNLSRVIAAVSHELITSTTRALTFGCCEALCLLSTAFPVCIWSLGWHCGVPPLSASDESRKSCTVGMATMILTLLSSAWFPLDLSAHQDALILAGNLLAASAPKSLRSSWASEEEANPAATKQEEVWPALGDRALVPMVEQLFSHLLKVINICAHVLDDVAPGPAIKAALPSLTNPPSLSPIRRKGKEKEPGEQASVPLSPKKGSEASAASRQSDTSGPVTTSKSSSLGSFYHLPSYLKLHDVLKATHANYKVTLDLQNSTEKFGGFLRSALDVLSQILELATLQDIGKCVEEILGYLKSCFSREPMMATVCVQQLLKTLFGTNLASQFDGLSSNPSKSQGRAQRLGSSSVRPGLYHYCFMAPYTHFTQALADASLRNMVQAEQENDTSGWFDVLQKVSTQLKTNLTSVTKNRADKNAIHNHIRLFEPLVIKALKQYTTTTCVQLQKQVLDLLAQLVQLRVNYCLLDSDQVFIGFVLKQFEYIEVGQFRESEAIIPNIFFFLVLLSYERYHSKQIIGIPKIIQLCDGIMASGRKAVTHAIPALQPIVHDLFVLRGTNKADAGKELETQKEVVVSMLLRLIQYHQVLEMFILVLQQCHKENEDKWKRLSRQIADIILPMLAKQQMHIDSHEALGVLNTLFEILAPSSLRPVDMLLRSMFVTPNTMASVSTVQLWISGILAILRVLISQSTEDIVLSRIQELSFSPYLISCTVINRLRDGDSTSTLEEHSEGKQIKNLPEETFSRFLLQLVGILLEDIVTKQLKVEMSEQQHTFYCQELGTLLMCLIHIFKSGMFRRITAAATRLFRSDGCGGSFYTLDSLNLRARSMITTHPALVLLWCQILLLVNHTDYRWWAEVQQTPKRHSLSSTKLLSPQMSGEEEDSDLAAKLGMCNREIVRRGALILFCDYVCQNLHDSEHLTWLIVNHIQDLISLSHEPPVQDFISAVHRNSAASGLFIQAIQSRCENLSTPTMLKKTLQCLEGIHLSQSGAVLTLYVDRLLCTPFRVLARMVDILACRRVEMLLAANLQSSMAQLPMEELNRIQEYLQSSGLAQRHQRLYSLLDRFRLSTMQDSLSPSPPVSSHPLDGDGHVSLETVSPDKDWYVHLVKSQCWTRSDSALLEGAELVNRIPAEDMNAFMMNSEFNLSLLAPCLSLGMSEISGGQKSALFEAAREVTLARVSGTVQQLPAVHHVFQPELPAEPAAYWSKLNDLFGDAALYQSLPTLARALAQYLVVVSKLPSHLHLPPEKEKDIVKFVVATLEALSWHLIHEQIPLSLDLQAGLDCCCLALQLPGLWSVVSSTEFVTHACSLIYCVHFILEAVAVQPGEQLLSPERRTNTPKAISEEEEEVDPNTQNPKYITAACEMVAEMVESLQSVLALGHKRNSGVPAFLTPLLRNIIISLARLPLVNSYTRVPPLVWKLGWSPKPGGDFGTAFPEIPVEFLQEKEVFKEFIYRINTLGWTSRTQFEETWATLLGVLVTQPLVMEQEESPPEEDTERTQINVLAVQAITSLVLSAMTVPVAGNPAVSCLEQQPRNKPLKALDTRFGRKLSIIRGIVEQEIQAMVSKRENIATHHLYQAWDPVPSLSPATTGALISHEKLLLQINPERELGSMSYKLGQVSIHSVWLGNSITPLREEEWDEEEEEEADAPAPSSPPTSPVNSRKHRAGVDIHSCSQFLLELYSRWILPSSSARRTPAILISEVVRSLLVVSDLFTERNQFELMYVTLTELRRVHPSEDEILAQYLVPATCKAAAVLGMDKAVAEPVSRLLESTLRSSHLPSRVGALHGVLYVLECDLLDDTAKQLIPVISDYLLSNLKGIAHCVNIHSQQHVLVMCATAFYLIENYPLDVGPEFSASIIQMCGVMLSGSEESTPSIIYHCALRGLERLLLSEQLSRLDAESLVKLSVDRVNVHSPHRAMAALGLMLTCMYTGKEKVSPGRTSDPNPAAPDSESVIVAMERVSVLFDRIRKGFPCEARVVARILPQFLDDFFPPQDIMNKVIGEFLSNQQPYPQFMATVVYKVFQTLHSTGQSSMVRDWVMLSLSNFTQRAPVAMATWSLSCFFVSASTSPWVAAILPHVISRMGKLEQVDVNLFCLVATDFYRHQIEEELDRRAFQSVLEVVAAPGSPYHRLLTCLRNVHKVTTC
Pf apPOL block: Pf-apPOL DNA polymerase inhibition; Recombinant Pf-apPOL, molecular beacon fluorescence, 1.5 h; inhibition, % at 10 µM; actives 0.25% (n = 210,000)
Active calls of the source: *; i = inactive; · = no result given; & = joins results of further samples. No stated cut-off is given here; in the data, active means inhibition above about 50%; inactive means the rest.

Molecule | mHTT CaM bind | Pf apPOL block
CC1CCCN1C(=O)c1ccc(-c2ccc(F)cc2)s1 (centres undefined) | -2 | 4
Cc1cc(Cl)ccc1N1CCC(C(=O)NCc2ccc(F)cc2)C1=O (centres undefined) | -2 | 5
C=CCOC(=O)COc1ccc2c(=O)c(-c3ccc(Br)cc3)c(C(=O)OCC)oc2c1 | -3 | -8
Cc1ccc(/C=N\NC(=O)c2cnccn2)o1 | i | ·
Cc1nc(-c2ccc(F)cc2)sc1C(=O)N1CCC(C(C)C(=O)NCCN(C)C)CC1 (centres undefined) | 2 | -7
CCOc1ccc(OCC)c(NC(=O)C2CC(=O)N(c3cccc(NC(C)=O)c3)C2)c1 (centres undefined) | 2 | -1
Cc1c(C2CCN(C(=O)c3ccco3)CC2)noc1N | -9 | 4
O=S(=O)(c1ccc(Cl)cc1)N(CCc1ccccn1)c1ccccc1 | · | 15

Molecule | mHTT CaM bind | Pf apPOL block
Cc1nn(-c2ccccc2)nc1C(=O)Nc1ccccc1C(=O)NCC1CC1 | · | -2
CCc1ccc(CNC(=O)C2CCN(c3cncnc3N3CCN(C)CC3)CC2)cc1 | 21 | -1
CCc1ccc(C(=O)Nc2ccc3c(c2)CCC(=O)N3C)cc1 | 10 | -28
COCCCNC(=O)CN1C(=O)/C(=C/c2ccccc2F)Sc2ccccc21 | 12 | 0
Nc1ccc(CCNc2ncnc3c2ncn3C2OC(CO)C(O)C2O)cc1 (centres undefined) | · | 6
Cc1ccc(Cl)cc1N(CC(=O)Nc1ccc2c(c1)OCCO2)S(C)(=O)=O | 5 | -11
O=C(NC1CCN(C(=O)C2CCC2)C1)C1CCCC1 (centres undefined) | 4 | -1
CCNC(=O)N1CCCC(c2cccc(C(=O)N3CCN(c4ccccc4)CC3)c2)C1 (centres undefined) | 44 | -4

A few values from the list.
For Pf apPOL block, Cc1ccc(Cl)cc1N(CC(=O)Nc1ccc2c(c1)OCCO2)S(C)(=O)=O has -11
For Pf apPOL block, CCNC(=O)N1CCCC(c2cccc(C(=O)N3CCN(c4ccccc4)CC3)c2)C1 (centres undefined) has -4
For Pf apPOL block, COCCCNC(=O)CN1C(=O)/C(=C/c2ccccc2F)Sc2ccccc21 has 0
For Pf apPOL block, Cc1nn(-c2ccccc2)nc1C(=O)Nc1ccccc1C(=O)NCC1CC1 has -2
For Pf apPOL block, CCc1ccc(CNC(=O)C2CCN(c3cncnc3N3CCN(C)CC3)CC2)cc1 has -1

Continued.
Molecule | mHTT CaM bind | Pf apPOL block
O=C1c2[nH]nc(-c3ccccc3)c2C(c2ccccc2[N+](=O)[O-])N1c1ccccc1 (centres undefined) | 59* | -1
CCOc1ccc(C2=NC3(CCN(C(C)=O)CC3)NC(c3cc(Cl)ccc3O)C2)cc1 (centres undefined) | 13 | 4
CN1C(=O)c2ccccc2C(C(=O)Nc2ccc3c(c2)OCO3)C1c1cccs1 (centres undefined) | 6 | -5
Cc1ccc(NC(=O)c2cc(S(=O)(=O)N(C)C3CCCCC3)ccc2F)cc1C | -16 | -6
Cc1c(Cl)cccc1NC(=O)C(=O)NCc1ccsc1 | -14 | -4
O=C(Cn1cnc2c(-c3ccccc3)csc2c1=O)NCc1ccc(F)cc1 | -6 | 2
COc1ccc(NC(=O)c2ccc(C(=O)Nc3ccc(OC)cc3OC)cc2)c(OC)c1 | -1 | -2
Cc1ccc(CNC(=O)c2ccc(Cn3nnc4ccccc4c3=O)cc2)cc1 | 21 | -2

Molecule | mHTT CaM bind | Pf apPOL block
CC(=O)c1cccc(NC(=O)CCS(=O)(=O)c2ccc(F)cc2)c1 | -2 | -4
Cc1ccc(C)c(-c2nnc(NC(=O)c3ccc4ncsc4c3)o2)c1 | 36 | -17
O=C(c1ccc(OCC2CCCN(C(=O)c3ccc(F)c(F)c3)C2)cc1)N1CCCCC1 (centres undefined) | 2 | 5
COc1ccc(Cl)cc1S(=O)(=O)N1CCN(C(=O)c2ccccc2F)CC1 | 10 | 0
NC(=O)c1ccc(N2CCCCCC2)c([N+](=O)[O-])c1 | 7 | -2
CCn1cnc2ccc(-c3noc(-c4ccc(C)cc4)n3)cc21 | 8 | 0
Cc1ccc(CN2CC(N3CCN(CC4CC4)CC3)CS2(=O)=O)cc1 (centres undefined) | -3 | -2
CC(C)n1c(=O)c(N2CCN(C(=O)Cc3ccc(Cl)cc3)CC2)nc2ccncc21 | 22 | -21

Molecule | mHTT CaM bind | Pf apPOL block
Nc1nnc(SCC(=O)c2ccc([N+](=O)[O-])cc2)s1 | 7 | 6
COc1ccc(OC)c(-c2c(C)c3cc(OC(=O)c4ccco4)ccc3oc2=O)c1 | 7 | -4
O=C(O)CC1SC(c2ccc3c(c2)OCO3)=NC1=O (centres undefined) | · | 52*
CCOC(=O)N1CCN(c2cc(N3CCCCCC3)c(F)cc2[N+](=O)[O-])CC1 | 11 | 10
O=C(O)C1c2ccccc2C(=O)N(C2CCCCC2)C12CCCCC2 (centres undefined) | · | -8
O=C(Nc1ccccc1[N+](=O)[O-])c1cc2ccccc2o1 | 16 | -3
Cn1cccc1CC(=O)N/N=C\c1ccco1 | i | ·
CCc1ccc(-c2ccc(OC(=O)c3c(Br)cc(C(F)(F)F)cc3[N+](=O)[O-])cc2)cc1 | · | -49

Molecule | mHTT CaM bind | Pf apPOL block
Cc1ccc(-c2cc(N3CCN(C(=O)NC(C)(C)C)CC3)ncn2)cc1 | -9 | -9
O=C(NCCN1CCOCC1)C(=O)Nc1cccc(Cl)c1Cl | 1 | -4
CCc1ccccc1NC(=O)CSc1ccc(C)cc1 | -5 | -4
CN(Cc1ccccc1)S(=O)(=O)c1ccc(C(=O)Nc2nnc(C3CC3)o2)cc1 | 36 | -22
O=C1Nc2cc(C(=O)N3CCN(Cc4ccccc4)CC3)ccc2N2CCCCC12 (centres undefined) | 10 | 3
COc1cccc(N2CCN(c3ncc4c(n3)CCN(Cc3cccc(F)c3)C4)CC2)c1 | 58* | -3
CC(=O)c1ccc(NCN2C(=O)C3CC=CCC3C2=O)cc1 (centres undefined) | 0 | -2
O=C(NCc1ccccc1F)c1cc2n(n1)CCCC2 | -5 | 2

Molecule | mHTT CaM bind | Pf apPOL block
CCC(=O)N1CCc2ccc(NC(=O)COc3ccc(Cl)cc3Cl)cc2C1 | -3 | -14
O=C(COc1ccc([N+](=O)[O-])cc1)Nc1ccc(N2CCCC2)cc1 | -4 | -6
Cc1ccc(C)c2sc(N(C)CC(=O)N3CCn4c3nc3ccccc34)nc12 | -5 | -2
Cc1ccc(NC(=O)CN(c2cc(C(F)(F)F)ccc2Cl)S(C)(=O)=O)cc1 | 2 | 0
O=C(Cc1ccsc1)N1CCc2nc3cc[nH]n3c(=O)c2C1 | 12 | -1
CCn1cc(C(=O)O)c(=O)c2cc(F)c(N3CCN(C(=O)c4ccc(C)cc4)CC3)cc21 | 9 | 2
Fc1ccccc1N1CCN(c2ncc3c(n2)CCN(Cc2ccccc2)C3)CC1 | 13 | 4
Cc1ccc(C(=O)N2CCc3c(c(-c4nc(C5CC5)no4)nn3C)C2)s1 | 35 | 0

Molecule | mHTT CaM bind | Pf apPOL block
Cc1cc(C(F)(F)F)nc(NCc2cccs2)n1 | -23 | -6
O=C1Nc2ccccc2C(O)(C(=O)NC2CCCc3ccccc32)N1c1ccccc1 (centres undefined) | 11 | 4
Cc1cc(C)nc(NC(=O)C(c2ccccc2)c2ccccc2)n1 | -1 | 2
N=Nc1[nH]c(N)c2ccccc12 | 94* | -4
CC(C)NS(=O)(=O)c1cccc2cccnc12 | 1&-4 | -2&-3
Cc1cc(NS(=O)(=O)c2ccc(Oc3ccc([N+](=O)[O-])cc3)cc2)no1 | 0 | -6
O=C(CSc1nc2ccccc2o1)NCCn1nc(-c2cccs2)ccc1=O | -18 | -9
O=C(NCc1ccc(F)cc1)C1CCN(c2cc(N3CCSCC3)ncn2)CC1 | 7 | -4

Molecule | mHTT CaM bind | Pf apPOL block
CCCC1c2cccn2CCN1C(=O)Nc1cc(F)ccc1F (centres undefined) | 5 | 2
Nc1nc2ccc(Oc3ccc4nc(N)sc4c3)cc2s1 | 9 | 2
COc1ccc(C(=O)Nc2ccc([N+](=O)[O-])cc2)cc1 | -4 | -7
CCCc1cc(C2CCCN2C(=O)Nc2ccccc2OC)no1 (centres undefined) | -7 | -2
COc1cc(C)nc(N(CCC(C)C)S(=O)(=O)c2ccc(C)cc2)n1 | -10 | 0
CCCN(C)Cc1nc2nc(C)cc(N3CCCC3)n2n1 | 0 | -5
COc1ccc(C2(C(=O)N3CCCC3c3nc(-c4ccccc4OC)no3)CC2)cc1 (centres undefined) | 7 | -2
COc1cc(-c2nc(C=C3C(C)=Nc4ccccc43)c(O)o2)cc(OC)c1OC | 2 | 5

5 neighbouring entries out of the list so far:
Molecule | mHTT CaM bind | Pf apPOL block
CCCc1cc(C2CCCN2C(=O)Nc2ccccc2OC)no1 (centres undefined) | -7 | -2
COc1cc(C)nc(N(CCC(C)C)S(=O)(=O)c2ccc(C)cc2)n1 | -10 | 0
CCCN(C)Cc1nc2nc(C)cc(N3CCCC3)n2n1 | 0 | -5
COc1ccc(C2(C(=O)N3CCCC3c3nc(-c4ccccc4OC)no3)CC2)cc1 (centres undefined) | 7 | -2
COc1cc(-c2nc(C=C3C(C)=Nc4ccccc43)c(O)o2)cc(OC)c1OC | 2 | 5

The listing continues:
Molecule | mHTT CaM bind | Pf apPOL block
CC12CCC(C1)C(C)(C)C2NCC(=O)N(c1ccccc1)C1CCCCC1 (centres undefined) | · | -2
Cc1ccc2c(c1)C(C)CC(C)(C)N2C(=O)CSc1ncccn1 (centres undefined) | 5 | 0
CC(=O)N(CCC1(CCC(C)C)CCOC(C)(C)C1)Cc1ccccc1 (centres undefined) | 49 | -7
O=C(c1cc(-c2ccccc2)n[nH]1)N1CCCC(c2nnc(-c3ccccc3F)s2)C1 (centres undefined) | -5 | -1
Cc1cc(C)nc(NC(N)=NCc2ccco2)n1 | 2 | -4
COc1ccc(/C=C2\SC(=O)N(c3ccc(O)cc3)C2=O)cc1OC | 16 | 17
Cc1cc(C(=O)Nc2ccc3nc(N4CCN(C)CC4)sc3c2)n(C)n1 | -12 | 2
CCOC(=O)C1CCN(C(=O)Cc2nnc(-c3ccc(OC)cc3)o2)CC1 | -8 | 2

Molecule | mHTT CaM bind | Pf apPOL block
Cc1cc(CN2CCC(CNC(=O)C3(c4ccccc4)CCOCC3)CC2)c(C)o1 | -6 | -4
Cc1cc(-c2ccccc2)n2ncnc2n1 | -4 | 4
CC(=O)c1ccc(NC(=O)C(C)Oc2cccc(Cl)c2)cc1 (centres undefined) | -1 | 1
CC1CCn2c(nc3cc(C(=O)NCCCOC(C)C)ccc32)C1 (centres undefined) | -7 | -4
CN1CCC(N(C)Cc2ccsc2)CC1 | -5 | -3
O=CN1Cc2[nH]c3ccccc3c2N(c2ccccc2)C1=O | 3 | 2
Cc1nc2c(C(=O)NCc3ccccc3)cnn2c(C)c1Cc1cccc(Cl)c1 | 38 | -1
Cn1c(CC#N)n[nH]c1=S | · | -8

Molecule | mHTT CaM bind | Pf apPOL block
COc1ccc2oc(=Nc3ccccc3OC)c(C(N)=O)cc2c1 | 7 | -13
COc1cccc(N2CCN(C(=O)C3CCN(c4nccc(C)n4)CC3)CC2)c1 | 12 | 6
COc1ccc(C(C)NC(=O)C2=C3CCCN3c3ccc(F)cc3S2(=O)=O)cc1 (centres undefined) | 7 | -9
O=c1sc(N2CCc3ccccc3C2)nc2ccsc12 | -101 | -3
Cc1ccc2occ(CN3CCN(c4ccccc4F)CC3)c(=O)c2c1 | 0 | -4
NC(=O)Cn1cnc2sc3c(c2c1=O)CCC3 | 24 | ·
CCN1C(=O)C2CCCCN2c2ccc(C(=O)NCc3ccccc3)cc21 (centres undefined) | 8 | 0
CCc1cccc(NC(=O)c2cc3c(CO)cnc(C)c3oc2=O)c1 | -2 | -5

Molecule | mHTT CaM bind | Pf apPOL block
Cc1ccc(C2CCCN2C(=O)Nc2ccc3c(c2)OCO3)cc1 (centres undefined) | 1 | -3
Cc1nc(SCC(=O)O)c2oc3ccccc3c2n1 | 5 | -1
CCOC(=O)N1CCN(S(=O)(=O)c2cc(N3C(=O)CCS3(=O)=O)ccc2C)CC1 | -4 | -6
Cc1nc(CN2CC(c3nc(-c4cccs4)no3)C2)cs1 | 14 | 2
Cc1cc(C(=O)NCC2CCN(C(=O)Oc3ccccc3)CC2)c(C)o1 | -1 | -10
Cc1c(C(=O)NC(C)C)oc2ccc(S(=O)(=O)N3CCCCC3)cc12 | 11 | -10
COc1ccc(NC(=O)Cc2cn(C)c3ccccc23)c(OC)c1 | 8 | -2
CCC(C)NC(=O)CSc1nc2nc(C)c(Cc3ccccc3C)c(C)n2n1 (centres undefined) | 7 | -2

Molecule | mHTT CaM bind | Pf apPOL block
Cn1cc(CCCC(=O)NC2CCCCCC2)c2ccccc21 | 19 | -14
COc1cc(/C=C2\CCC/C(=C\c3cc(OC)c(OC)c(OC)c3)C2=O)cc(OC)c1OC | 45 | 0
O=C(Nc1cccn2nc(C3CCC3)nc12)C1CCCO1 (centres undefined) | -13 | 2
COc1ccc(C(=O)C(C#N)=CNC2CCN(Cc3ccccc3)CC2)cc1 | · | 2
CC(O)c1ccc2c(c1)C1c3ccccc3C2c2ccccc21 (centres undefined) | 14 | 4
CC(C)(C)NC(=O)c1csc(N2CCN(c3cccc(Cl)c3)CC2)n1 | 34 | -2
COc1ccc(C2/C=C\CN(S(=O)(=O)c3ccc(-c4ccccc4)cc3)CC(=O)N2Cc2ccc(F)cc2)cc1 (centres undefined) | -3 | -1
COc1ccccc1-n1ncc2c(C)nnc(SCc3ccccn3)c21 | -9 | -7

Molecule | mHTT CaM bind | Pf apPOL block
O=C(O)c1cc2nc3c(c(C(F)(F)F)n2n1)CCc1ccccc1-3 | 4 | 6
COc1c[nH]c(C(=O)O)cc1=O | 5 | -7
CCCCC(=O)Nc1oc2c(C)cccc2c(=O)c1-c1ccc(OC)c(OC)c1 | 4 | -6
O=C(O)c1ccc(NC(=O)c2ccccc2)c(NC(=O)c2ccccc2)c1 | -3 | 2
COC(=O)c1ccc(C(=O)NCC2(O)CCCC2)cc1 | -3 | -2
Cc1nn(-c2ccc(S(N)(=O)=O)cc2)c(C)c1-c1cccc([N+](=O)[O-])c1 | 33 | -10

The list is partial; the hit share may differ from the screen's.
